# S1P4 antagonist = blocks the human S1P4 receptor | inhibition, % at 4.98 µM | hit rate 0.26% among 220,000 | AID 1510 | O95977 | S1P4-expressing cells, antagonist mode, reporter read-out; in the data active = inhibition above about 29%;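 note: 0% = wells stimulated with agonist and 100% = vehicle wells without agonist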
# NPY2 pot ag = potentiators or agonists of human neuropeptide Y receptor Y2 | P49146 | cells expressing NPY-Y2, potentiator/agonist read-out | activation, % at 3.6 µM | hit rate 0.45% among 220,000 | AID 1359; in the data active = activation above about 27%;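 note: cells stimulated with NPY near EC25 plus isoproterenol at EC100; 0% = vehicle plus submaximal agonist and 100% = vehicle plus saturating agonist; some results beyond the cut were filed as inactive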
# eIF4E-4G inh = eIF4E/eIF4G interaction inhibition in translation initiation; hit rate 0.37% among 220,000; P63073+Q04637; inhibition, % at 21.7 µM; TR-FRET eIF4E-eIF4GI(517-606) binding, 2 h;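 active = inhibition above about 30%, limit read from the data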;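 note: 0% = full FRET control wells and 100% = background wells lacking eIF4GI fragment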
# p97 ATPase inh = human p97 ATPase inhibition. recombinant p97 ATPase, Kinase-Glo ATP luminescence, 3 h. inhibition, % at 8 µM. hit rate 0.42% among 220,000; in the data active = inhibition above about 15%;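 note: 0% = DMSO vehicle and 100% = wells lacking enzyme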
# NPY Y1 blocker = antagonists of human neuropeptide Y receptor Y1; P25929; HEK293-CNG Y1 cells, membrane potential fluorescence; NPY at EC95, then isoproterenol; inhibition, % at 3.6 µM; hit rate 1% among 200,000;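 active = inhibition above the campaign mean inhibition of all tested compounds plus 3 SD, cut at about 20% in these data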;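 note: 0% = DMSO wells given NPY plus isoproterenol and 100% = isoproterenol alone without NPY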
#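 Assay system: HEK293 cells with Y1 receptor plus CNG channel | Probe or stimulus: NPY (25 nM), isoproterenol (1 µM), Ro 20-1724 (25 µM) | Timing: Compound incubation 1 h at room temperature, readout 45 min post-stimulation | Measured by: Membrane-potential fluorescent dye readout | Benchmarks: High control isoproterenol alone, low control NPY with isoproterenol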
# EP2 modulator = modulators of human EP2 prostaglandin E2 receptor; induction, % at 25 µM; EP2-expressing cells, cAMP HTRF FRET, PGE2 co-stimulation; hit rate 0.83% among 260,000; P43116;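 active = compounds whose cAMP rise, as percent of the full-agonist control response, exceeds 60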;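 note: rat C6 glioma line stably carrying human EP2 under a CMV promoter; the protocol text gives 20 µM as final concentration; 100% = response of wells given 1 µM PGE2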
# S1P4 ag = human S1P4 receptor agonism; O95977; S1P4-expressing cell line, agonist reporter assay; activation, % at 4.98 µM; hit rate 0.35% among 220,000; in the data active = activation above about 11%;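 note: 0% = DMSO vehicle and 100% = reference agonist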
# NPY-Y1 PAM-ag = potentiates or activates human NPY-Y1 receptor. hit rate 0.37% among 220,000. activation, % at 3.6 µM. NPY-Y1 expressing cells, potentiator/agonist activation. AID 1304. P25929; in the data active = activation above about 33%, passing the limit was not always enough;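 note: cells stimulated with NPY at EC10 then isoproterenol at EC100; 0% = low agonist plus stimulus and 100% = saturating agonist plus stimulus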
# EP2 antag = blocks the human prostaglandin E2 receptor EP2 | hit rate 0.52% among 260,000 | AID 1422 | P43116 | inhibition, % at 25 µM | C6 glioma cells expressing human EP2, cAMP TR-FRET; cells stimulated with saturating PGE2;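 active = percent inhibition above 40 after rounding to a whole number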;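 note: rat C6 glioma host cells with rolipram phosphodiesterase inhibitor present; the protocol text gives 20 µM as final concentration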
# * hit, by the source's call; nt = not tested or not shown; & = joins results of further samples; [ ] = dose if it differs, or a comment.
cpd	Compound	S1P4 antagonist	NPY2 pot ag	eIF4E-4G inh	p97 ATPase inh	NPY Y1 blocker	EP2 modulator	S1P4 ag	NPY-Y1 PAM-ag	EP2 antag
1	CCOc1ccccc1NC(=O)CSc1nnc2ccc(-c3cccnc3)nn12	14	-6	1	1	-6	-12	-0.3	-5	3
2	O=C(NCCOC(=O)C1COc2ccccc2O1)c1cccnc1 (configuration not stated)	-7	6	-1	10	-1	3	-0.1	-4	12
3	Cc1ccc(S(=O)(=O)N2CC(=NO)C2)cc1	4	1	3	-2	-3	24	0.6	-12	2
4	Cc1ccccc1C1CCCN(Cc2nc(C3CC3)no2)C1 (configuration not stated)	-9	5	-1	-2	4	29	0.8	1	4
5	CCCNc1ccc(S(=O)(=O)N(CC)CC)cn1	5	6	2	0	-4	-5	-0.2	-6	3
6	Cn1nc(C(=O)OCc2ccc(Br)cc2F)c2ccccc2c1=O	-4	-13	4	-3	2	9	-0.1	-30	4
7	Cc1nc(C)n(CC(=O)N2CCCC(C(=O)c3cccc4ccccc34)C2)n1 (configuration not stated)	-3	5	-1	2	6	-10	0.9	5	5
8	O=C1CCCc2oc3ccc(O)cc3c21	-22	2	1	-4	-4	-5	-0.7	-24	18
9	S=C(NNc1ccc2ccccc2c1)NC1CCCCC1	-5	-4	9[fluorescence artefact?]	0	6	-6	1.5	-13	11
10	CCC(=O)NC(NC(=S)Nc1ccccc1Br)C(Cl)(Cl)Cl (configuration not stated)	-20	9	3	1	10	12	2.4	12	6
11	CCCCC(CC(C)O)c1n[nH]c(=S)n1-c1ccccc1 (configuration not stated)	-12	1	-1	-7	9	16	-0.4	2	12
12	COc1ccc(CNC(=O)Cc2ccc(OC)c(S(=O)(=O)N3CCOCC3)c2)cc1	-13	-12	3	-1	-4	2	-2.2	-8	5
13	CC(CC(=O)O)CC(=O)Nc1ccc(S(N)(=O)=O)cc1 (configuration not stated)	1	-9	-10	0	2	11	0.3	8	4
14	O=C(Nc1ccc(Cl)cc1F)c1cc(S(=O)(=O)N2CCCCC2)ccc1F	-23	-12	-4	-5	5	-6	2.6	-12	6
15	CCC12CC3CC(C1)CC(C(=O)O)(C3)C2	-8	0	5	-1	0	-4	-0.2	18	9
16	Cc1ccc(S(=O)(=O)Cn2nnnc2C(CC(C)C)N2CCN(c3ccccc3)CC2)cc1 (configuration not stated)	-13	-8	3	1	9	41	-0.4	-2	14
17	COc1ccc(Cc2nnc(NC(=O)c3cccs3)s2)cc1	1	1	-2	1	10	31	-0.6	-16	11
18	COCCn1c(SCC(=O)c2c(N)n(C)c(=O)n(C)c2=O)nc2ccccc21	8	-2	0	4	-2	-7	-0.7	8	7
19	COc1ccc(Oc2nccc(-c3ccc(F)cc3)c2C#N)cc1	7	-5	1[fluorescence artefact?]	1	5	25	2.0	12	8
20	COc1cc(/C=C/C(=O)OCC(=O)Nc2ccccc2Cl)cc(OC)c1OC	-1	10	-2	2	9	-26	-0.1	6	9
21	CCc1ccc2nc(SCC(=O)N3CC(=O)Nc4ccccc43)c(C#N)cc2c1	3	-2	-5	7	-2	24	0.0	-7	10
22	Cc1cc(C)c2nc(NC(=O)c3cc(C)on3)sc2c1	-38	-33	-4	-6	15	46	1.4	-27	14
23	Cn1c(=O)c2c(nc(N3CCOCC3)n2CCCNC2=NCCCCC2)n(C)c1=O	-23	-1	-7[fluorescence artefact?]	3	2	7	-0.3	-8	5
24	O=S(=O)(c1ccc2ccccc2c1)N1CCN(C(=S)Nc2ccccc2F)CC1	3	2	2	6	nt	-43	1.8	27	7
25	COc1ccc(C)cc1Nc1nc(-c2c[nH]c3ccccc23)cs1	-5	-6	5[fluorescence artefact?]	6	3	8	0.6	-6	6
26	Cc1ccc(C)c(CSc2nc(-c3ccco3)nc3c2c(=O)n(C)c(=O)n3C)c1	3	8	4	2	0	26	0.4	-4	12
27	O=C(NNc1ncnc2sccc12)c1ccc(Cl)cc1	-1	-7	2	8	nt	3	2.8	-10	9
28	CCN(CC)S(=O)(=O)c1ccc(N2CCOCC2)c(NC(=O)c2ccc(NC(C)=O)cc2)c1	2	-3	-3	4	nt	1	-1.7	-4	6
29	O=C(O)C1=C[C@@H](C2CC2)C[C@@H](OCc2ccc(CO)cc2)O1	0	3	0	8	-3	7	-1.8	6	17
30	C=CCn1c(=S)[nH]c2scc(-c3ccc(C)o3)c2c1=O	-1	-3	-5	-2	3	-7	-1.4	0	34

# Results in S1P4 antagonist and p97 ATPase inh, for some of the entries so far:
cpd | SMILES | S1P4 antagonist | p97 ATPase inh
18 | COCCn1c(SCC(=O)c2c(N)n(C)c(=O)n(C)c2=O)nc2ccccc21 | 8 | 4
19 | COc1ccc(Oc2nccc(-c3ccc(F)cc3)c2C#N)cc1 | 7 | 1

# Additional compounds:
cpd	Compound	S1P4 antagonist	NPY2 pot ag	eIF4E-4G inh	p97 ATPase inh	NPY Y1 blocker	EP2 modulator	S1P4 ag	NPY-Y1 PAM-ag	EP2 antag
31	NS(=O)(=O)c1cccc(NC(=O)CSc2nc3ccccc3[nH]2)c1	-7	0	3	-5	nt	-36	-1.9	-12	2
32	CC(=O)Nc1cccc(NC(=O)CSc2nnc(Cc3cccn3C)n2CCc2ccccc2)c1	4	-4	8[fluorescence artefact?]	-3	-8	7	2.5	8	5
33	Cc1oc(S(=O)(=O)N2CCCC2)cc1C(=O)Nc1ccccc1	-1	1	-1	4	nt	-5	3.8	21	7
34	Cc1ccc(C(C(=O)NC2CCCCC2)N(C(=O)Cc2c[nH]c3ccccc23)c2ccccc2)o1 (configuration not stated)	-5	-3	-9	-2	10	48	1.2	19	14
35	CCOc1cccc(OCCOCCN(C)Cc2ccccc2)c1	0	-13	4[fluorescence artefact?]	0	8	-3	0.4	-21	1
36	Cc1cc(C)c(S(=O)(=O)Nc2ccccc2-c2ccccc2)c(C)c1	-2	-4	8	4	0	40	3.5	10	5
37	CCSCc1nc2ccccn2c1Br	-2	-1	1	4	10	21	2.0	2	10
38	NS(=O)(=O)c1ccc(NC(=O)Nc2cccc(Cl)c2)cc1	-14	14	1	5	1	-60	-0.5	11	7
39	N#Cc1cc(C#N)c(N2CCN(c3ccccn3)CC2)nc1N	-3	-19	-3	-3	-6	-18	-0.1	-2	12
40	O=C(Nc1nnc(-c2ccncc2)s1)Nc1ccccc1F	-15	0	-1	7	-2	-63	-0.4	-9	2
41	Cc1ccccc1NC(=O)N1CCCC(c2nc(-c3ccc(F)cc3)no2)C1 (configuration not stated)	-8	-16	nt	-1	3	-29	-0.8	-15	0
42	Cc1cc(C)cc(Nc2c3c(nc4ncnn24)CCC3)c1	-3	-18	1	-8	6	22	0.5	-7	9
43	CCc1nnc(NC(=O)c2ccc(-c3ccccc3Cl)o2)s1	-26	2	-23	1	1	13	0.8	3	5
44	CC(C)=CC(=O)OCC(=O)Nc1ccc(F)cc1Cl	1	16	2	4	2	20	1.0	12	19
45	O=C(NN1CCOCC1)c1cc(S(=O)(=O)Nc2cccc(C(F)(F)F)c2)ccc1Cl	-12	11	1	2	1	-4	-1.3	6	9
46	CCOCC(=O)Nc1nc2ccc(S(C)(=O)=O)cc2s1	-15	-8	-1	-3	1	-13	-0.3	-22	8
47	CCN(CC)CCCN(C(=O)c1ccco1)c1nc(-c2ccc(C)cc2)cs1	-3	25*	1	3	11	5	-1.1	17	9
48	CCOC(=O)c1oc2c(CN3CCCCC3C)c(O)ccc2c(=O)c1-c1ccc(OC)c(OC)c1 (configuration not stated)	-14	8	1[fluorescence artefact?]	5	0	-13	-3.0	7	4
49	COc1ccc(NC(=O)Cn2nc(Cc3cccnc3)c3ccccc3c2=O)cc1OC	-6	3	-5	5	0	20	-0.5	23	11
50	O=S(=O)(Nc1cccc(C(F)(F)F)c1)c1cnc[nH]1	-16	-2	2	2	-1	25	0.7	-6	12
51	COc1ccc(C(=O)CSc2nc3cccnc3n2C)cc1	-26	1	-4	4	7	-53	1.0	-8	14
52	O=C(Nc1cccn(Cc2c(F)cccc2Cl)c1=O)NC1CCCCC1	8	8	2	4	-7	-51	-3.3	-7	11
53	N#CC(C(=O)c1ccccc1Cl)=C1SCCCS1	3	1	6	2	nt	0	1.0	30	9
54	CCOc1cc(/C=C2\SC(=S)N(Nc3ccccc3)C2=O)ccc1O	-12	5	1[fluorescence artefact?]	0	2	-10	1.2	3	nt
55	COc1cccc(C(=O)N/N=C2\SCC(=O)N2Cc2ccc3c(c2)OCO3)c1	-10	-17	-11	-2	-4	-3	0.9	12	1
56	O=C(CC1Nc2cccc3cccc(c23)NC1=O)Nc1ccc(F)cc1 (configuration not stated)	-1	13	1	3	-3	-45	-0.2	14	9
57	O=C(c1ccccc1Oc1ccccc1)N1CCN(c2ccccc2F)CC1	-5	-4	4	-8	10	16	-0.1	-6	3
58	CCOC(=O)C(C(=O)OCC)N(C#N)c1nc(N(C)C)nc(N(C)C)n1	-2	-9	2	-2	-2	23	0.7	-19	4
59	Cc1ccc(C(=O)Nc2ccccc2C(=O)O)cc1NC(=O)COc1c(C)cccc1C	-2	7	-1	3	0	-43	2.0	-2	8
60	CCc1ccc2[nH]c(=O)c(CN(CCN(C)C)C(=O)Nc3ccccc3)cc2c1	-9	0	-8	-3	13	-10	0.8	-19	1
61	O=C(CCc1ccccc1)Nc1ccc2c(c1)OCCO2	-6	-1	3	9	-6	-2	1.1	4	12
62	Cc1cc(C)c2cc(CN(CCO)C(=O)NC3CCCCC3)c(=O)[nH]c2c1	3	5	0	2	nt	-11&8	1.2	10	10&12
63	COc1ccc(NCc2nnc(SCC(=O)NCc3ccccc3)n2-c2ccccc2OC)cc1	-5	-11	-2	-5	3	-26	1.3	-7	2
64	CCOC(=O)C(=CNc1cc(C(F)(F)F)ccc1N1CCOCC1)C(=O)OCC	1	-6	0	-3	nt	28	0.6	9	6
65	NC(=S)NNC(=O)c1ccccc1	-26	0	2[fluorescence artefact?]	-4	8	5	1.5	0	10
66	Cc1oc2ccc(OCc3ccc(F)cc3Cl)cc2c1C(=O)O	-17	-19	3	-2	nt	39	-0.6	-10	7
67	COc1ccc2[nH]c(C)c(C(=O)CN3CCc4cc(OC)c(OC)cc4C3)c2c1	-3	10	nt	-1	2	nt	-1.2	9	nt
68	COc1ccc(C(C#N)c2ccc(=O)[nH]n2)cc1 (configuration not stated)	-5	0	3	2	0	13	0.4	6	5
69	CCOC(=O)c1[nH]ncc1CN1CCN(Cc2ccccc2)C(CCO)C1 (configuration not stated)	0	10	-5	1	-1	7	0.2	-12	6
70	COC(=O)c1cc2ccsc2n1CC(=O)Nc1cc(C)cc(C)c1	6	4	1	2	5	5	1.9	7	17
71	COC(=O)N/N=C(\C)c1ccc(OC(F)F)cc1	-13	-8	-1	-6	-4	4	-1.1	-13	7
72	Cn1c(C(=O)NCCCN2CCN(c3ccccc3F)CC2)cc2c(=O)[nH]c3ccccc3c21	-11	-35	-2	0	20	-37	0.1	-50	4
73	O=C(CCCCn1c(=O)c2ccccc2n(CC(=O)NC2CCCC2)c1=O)NC1CCCC1	-15	3	1	3	16	24	2.3	6	8
74	CC(=O)Nc1cccc(OCc2ccc(S(=O)(=O)Cc3ccccc3)cc2)c1	-7	2	-1[fluorescence artefact?]	-3	-4	-54	-0.4	-2	9
75	COc1cc(OC)cc(C(=O)NCC(=O)OCC(=O)Nc2ncc(Cl)cc2Cl)c1	8	6	5	6	4	21	0.0	4	5
76	COC(=O)c1cn(-c2ccccc2)nc1-c1cccnc1	-1	4	3	-10	-2	-6	-0.7	11	11

# Screening data as filed in PubChem.

# This is a subset; rates above refer to the full screens.
